RMI FANCM FP: RMI-FANCM interaction inhibition | Fluorescence polarization, RMI core complex with F-MM2 peptide; active compounds read low | FP signal (polarization) at 33 µM | 70,000 compounds, 0.58% hits; in the data active = FP signal below about 40; note: inactives centre near 61; strong numbers were not always called active; unit not given here
* marks the source's active call; other numbers are inactive results; & = joins results of further samples. The list is partial; rates above refer to the full screens.

RMI FANCM FP,compound
78,Cc1cccc(N2CC(O)(c3ccc(F)cc3)[N+]3=C2SCCC3)c1C (centres undefined)
62,Fc1cccc(Cl)c1CSc1ncnc2ccccc12
62,O=C(Nc1ccc(F)cc1F)c1cc(Cl)cc(Cl)c1
58,COc1cc([N+](=O)[O-])c(C#N)c(Cl)c1OC
62,O=C(Cc1csc(Nc2ccc(F)cc2)n1)Nc1ccc2c(c1)OCO2
70,Cc1cccn2cc(-c3cccc(NC(=O)CCc4ccccc4)c3)nc12
65,O=C(/C=C/c1ccc2c(c1)OCO2)c1ccco1
58,CCOC(=O)Cn1c2c(c(C(F)(F)F)cc1=O)C(=O)CCC2
53,O=C(COc1ccc(Cl)cc1)NCCn1nc(-c2ccc(F)cc2)ccc1=O
61,Cc1ccc(C)c(COc2coc(CN3CCN(c4ccccc4)CC3)cc2=O)c1
65,CCCOc1cc(S(=O)(=O)N2CCOCC2)ccc1Cl
62,COc1ccccc1NC(=O)N1CCC(c2nnc(-c3ccccc3OC)s2)CC1
64,NS(=O)(=O)c1ccc(CNC(=O)Cc2csc(Nc3ccccc3)n2)cc1
66,Cc1ccccc1Cn1cnc2c(cnn2CCNC(=O)C2(c3ccc(Cl)cc3)CCCC2)c1=O
64,O=C1C(Cl)=C(NS(=O)(=O)c2ccc(Cl)cc2)C(=O)c2ccccc21
63,CCCOc1ccc(N2CCN(C(=O)COc3ccccc3F)CC2)nn1
58,COc1cccc(C(CNC(=O)C(=O)Nc2cc(C)nc3ccccc23)N2CCOCC2)c1 (centres undefined)
139,Cc1ccccc1-c1noc(Cn2cnc3c(nnn3-c3cccc(Cl)c3)c2=O)n1
57,C/C(=N/NC(=O)c1cc(-c2cccc([N+](=O)[O-])c2)n[nH]1)c1ccncc1
58,N=Nc1c(O)[nH]c2ccccc12
59&55,CN1CCN(C(CNC(=O)C(=O)NCc2cccs2)c2ccc3c(c2)CCN3C)CC1 (centres undefined)
59,O=C(CSc1ccc(F)cc1)Nc1nc2ccc([N+](=O)[O-])cc2s1
51,CCOC(=O)C(C(=O)OCC)c1c([N+](=O)[O-])c(=O)n(C)c2ccccc12
65,CC1CCC(NC(=O)N(CCCl)N=O)CC1 (centres undefined)
62,O=S(=O)(NNc1c(Cl)cc(Cl)cc1Cl)c1ccc(Cl)cc1
52,NS(=O)(=O)c1cccc2c1c([N+](=O)[O-])cc1nc(O)c(O)nc12
79,CCOc1ccc(-c2nc(Cn3ccn4nc(-c5ccc(C)c(C)c5)cc4c3=O)c(C)o2)cc1OC
71,Cn1nccc1C(=O)N1CC(=O)Nc2ccccc21
69,O=C(O)C(=O)N1CCN(c2ccccc2)CC1
148,O=C(CCc1csc(NC(=O)c2ccc(F)cc2)n1)Nc1ccc(Cl)c(Cl)c1
60&73,CCNc1nn(CC(=O)Nc2ccc(C)c(F)c2)c(N)c1-c1nc(-c2ccccc2C)no1
53,CSC(=NS(=O)(=O)c1c(C)noc1C)NNC(=O)Nc1ccc(Cl)cc1
88,CCc1ccc(-c2cc3c(SCC(=O)Nc4cc(C(F)(F)F)ccc4Cl)nccn3n2)cc1
73,CC1CCc2c(sc3ncnc(Oc4cccc(C(F)(F)F)c4)c23)C1 (centres undefined)
53,CN(C)/C=C(\C#N)c1ccc(OCc2ccc(Cl)c(Cl)c2)cc1
63,Nc1ccc2c(c1)CCCN2C(=O)C1CC1
62,O=C(NN1C(=O)/C(=C/c2ccc3c(c2)OCO3)SC1=S)c1ccc([N+](=O)[O-])cc1
65,CSc1ccccc1C(=O)Nc1cc(-c2cccs2)nn1-c1nc(C)cc(=O)[nH]1
53,O=[N+]([O-])c1ccc(Oc2cccc(N3CCN(c4cccc(Oc5ccc([N+](=O)[O-])cn5)c4)CC3)c2)nc1
62,COc1cc(C(=O)Nc2ccc3nc(N4CCN(C)CC4)sc3c2)cc(OC)c1OC
63,COc1ccccc1-n1ncc2c(C)nnc(SCC(=O)N3CCCCC3)c21
53,CCOC(=O)C1CCN(c2sccc2[N+](=O)[O-])CC1
57,O=C(CSc1nnc(NC(=O)c2ccc(Br)o2)s1)Nc1ccc2c(c1)OCO2
60,CC(C)Oc1ccc(C(=O)N2CCN=C2SCc2cccc(F)c2)cc1
73,C=CCn1c(SCC(=O)N2CCOCC2)nc2sc3c(c2c1=O)CCC(C)C3 (centres undefined)
61,COc1ccc2nc(-n3nc(C)cc3NC(=O)c3ccc([N+](=O)[O-])s3)sc2c1
66,CCOC(=O)C1CCCN(C(=O)CC2CSc3nccc(=O)n32)C1 (centres undefined)
59,CS(=O)(=NC(=O)c1ncc(C(F)(F)F)cc1Cl)c1ccc(C(F)(F)F)cn1 (centres undefined)
55,NC(N)=NN=C1CCCCC1
62,COc1cc(NS(=O)(=O)c2ccc(NC(=O)CSc3nc(C)cc(C)n3)cc2)nc(OC)n1
55,COc1ccc(-n2c(Cn3c(=O)sc4ccccc43)nnc2SCC(=O)Nc2cc(C)on2)cc1
62,c1ccc(C(c2ccccc2)n2c(-c3nc4ccccc4o3)nc3ccccc32)cc1
67,Cc1cc(C)c(S(=O)(=O)NCCOc2ccc3nnc(-c4ccccc4)n3n2)c(C)c1
68,CCC(=O)N1CCc2ccc([N+](=O)[O-])cc2C1
81,Cc1cc2nc(NC(=O)c3ccc(S(=O)(=O)N4CCCC4)cc3)sc2cc1C
68,CS(=O)(=O)c1ccc(Nc2nc(C(=O)NCCC3=CCCCC3)cs2)cc1
56,OC(COc1ccc2cc(Br)ccc2c1)CN1CCN(c2ccccc2)CC1 (centres undefined)
58,COc1nccc(C(F)(F)F)c1C(=O)NC(=O)Nc1ccc(Cl)cc1
64,Cc1ccc(S(=O)(=O)NC(=O)Nc2scc(C)c2C(=O)c2ccccc2)cc1
56,CC(C)=NNc1c(Cl)cc(Cl)cc1Cl

Next section
RMI FANCM FP,compound
50,Cc1cc(C)c(C#N)c(N2CCN(c3ccccc3)CC2)n1
55,O=C(Oc1cccc(F)c1)c1ccc(Oc2cc(Cl)cc(Cl)c2)o1
76,C=CCn1c(SCC(=O)c2ccccc2)nc2scc(-c3ccco3)c2c1=O
60,O=C1C2C3C=CC(C3)C2C(=O)N1c1nc2ccccc2s1 (centres undefined)
55,CC(C)Cc1ccc(-c2csc(/C(C#N)=C\Nc3ccccc3[N+](=O)[O-])n2)cc1
66,CCOc1ccc(NC(=O)Nc2ccc3nc(C)n(-c4ccc(Cl)cc4)c(=O)c3c2)cc1
62,COc1ccc(-c2ccc(N3CCC(C(=O)NCc4cccc(OC)c4)CC3)nn2)cc1
107,O=C(CSc1nccn2nc(-c3ccc(Cl)cc3)cc12)Nc1ccc(Br)cc1
79,Cc1c(Cc2ccc3c(c2)OCO3)sc(NC(=O)CCSc2ccccc2)c1C(N)=O
62,O=C(/C=C/c1ccc2c(c1)OCO2)NCCS(=O)(=O)N1CCc2ccccc2C1
59,Cc1cc(NC(=O)CSc2nnc(C)c3cnn(-c4ccccc4)c23)no1
67,CCOc1ccccc1C(=O)N1CCN(c2ccc(-c3ccccn3)nn2)CC1
64,CCOc1ccc(Nc2c(C(=O)N3CCOCC3)cnc3ccccc23)cc1
56&52,O=C1CC(c2ccccc2)CC(O)=C1C=Nc1ccc(Cl)cc1 (centres undefined)
50,Oc1ccc(C23CC4CC(CC(C4)C2)C3)cc1Br
69,O=S(=O)(c1ccc(F)cc1F)N1CCC(c2nnc(-c3ccco3)o2)CC1
56,Cc1csc(SCc2cc(=O)c(OC(=O)Cc3ccc(F)cc3)co2)n1
17*,O=C(O)c1nc2nccnc2cc1Br
61,CCOC(=O)c1csc(NC(C)=O)n1
74,Cc1ccc(NC(=O)C(=O)NCC(c2ccc3c(c2)CCN3C)N(C)C)cc1C (centres undefined)
62,COc1cc(Br)cc2cc(C(=O)NCC3CCCO3)c(=O)oc12 (centres undefined)
59,Cc1ccc2nc(NC(=O)CSc3nccn3Cc3ccco3)sc2c1
59,Cc1ccc(C(=O)NCC(=O)N/N=C\c2cccs2)cc1[N+](=O)[O-]
69,O=C(CCCn1nc(-c2cccs2)ccc1=O)N1CCc2ccccc21
53&58,CC(=O)N1CCc2cc(S(=O)(=O)Nc3ccc4c(c3)-c3nc(C)sc3CC4)ccc21
67,S=c1[nH]c2ccccc2nc1N1CCOCC1
77,CC(C)C(NC(=O)c1ccc(Cl)cc1)c1nc2ccccc2[nH]1 (centres undefined)
69,Cc1ccc(S(=O)(=O)NCCc2ccc(N(C)C)cc2)s1
65,CCOC(CNC(=O)C(=O)Nc1ccc(N2CCCS2(=O)=O)cc1)OCC
54,O=C(NCc1ccccn1)c1cccc(C(F)(F)F)n1
59,Cn1cc(C(=O)N2CCOCC2)cc(NC(=O)c2c(F)cccc2Cl)c1=O
57,O=C(Nc1nc(CC(=O)N2CCN(c3ccccc3)CC2)cs1)NC1CCCC1
71,O=C(CCCSc1ccc(NC(=O)C2CC2)nn1)NCCc1ccccc1
57,COc1c(C(=O)O/N=C\c2ccc(Cl)cc2Cl)csc1Cl
50,CCCCNC(=O)O/N=C(/C)c1ccc2cc(OC)ccc2c1
60,O=C(Nc1cccnc1)C1CCN(c2ccc(-c3ccc(F)cc3)nn2)CC1
55,Fc1ccc(-c2nc(-c3ccccc3)no2)c(Cl)c1
62&77,Cc1nn(C2CCS(=O)(=O)C2)c2nc(-c3cccs3)cc(C(=O)Nc3ccc(F)c(F)c3)c12 (centres undefined)
59,Cc1cc(S(=O)(=O)NCCOC23CC4CC(CC(C4)C2)C3)ccc1Cl
55,Cc1cn2c3c(=O)n(C)c(=O)n(C)c3nc2n1CCCN1CCc2ccccc2C1
62,O=C(O)CCCC[C@@H]1SC[C@@H]2NC(=O)N[C@@H]21
61,Cc1ccc(C)c(C(=O)/C=C/c2cccc(F)c2)c1
75,COc1ccc(NC(=O)C2Nc3cc(C)ccc3S(=O)(=O)N2)cc1Cl (centres undefined)
61,OCCNC(=S)Nc1ccc(N2CCOCC2)cc1
59,Cc1ccc2nc(SCC(=O)N3CCC(Cc4ccccc4)CC3)nc(=O)n2c1

For convenience, some entries already given.
RMI FANCM FP,compound
61,OCCNC(=S)Nc1ccc(N2CCOCC2)cc1
59,Cc1ccc2nc(SCC(=O)N3CCC(Cc4ccccc4)CC3)nc(=O)n2c1

(list continues)
RMI FANCM FP,compound
99,CCOc1ccc(-c2cc(=O)n(CC(=O)Nc3ccc(C(C)=O)cc3)cn2)cc1
72,O=C(CN1CCOCC1)Nc1ccccc1F
69,Cc1ccc(N2CC(c3nc(-c4ccc(C(C)C)cc4)no3)CC2=O)cc1 (centres undefined)
64,CO[C@@]1(NC(=O)CSCC#N)C(=O)N2C(C(=O)O)=C(CSc3nnnn3C)CSC21 (some centres undefined)
53,CSc1nsc(SC)c1C(=O)NCc1ccc2c(c1)OCO2
80,COc1cccc(-c2csc(-n3nc(C)cc3NC(=O)C3CC(=O)N(c4ccccc4C)C3)n2)c1 (centres undefined)
68,CN1CCN(S(=O)(=O)c2ccc(Oc3ccccc3Cl)cc2)CC1
57,Cc1cc(C)c(S(=O)(=O)N2CCN(c3ccc(-n4cccn4)nn3)CC2)c(C)c1
61,COc1ccc(CCNC(=S)NS(=O)(=O)c2ccc(C)cc2)cc1OC
95,CCc1ccc2c(c1)sc(=NC(=O)CCS(=O)(=O)c1ccccc1)n2C
69,N#CC(=C(O)c1ccc(Cl)s1)c1nc2ccccc2s1
61,COc1cc(C(=O)O)c([N+](=O)[O-])c(OC)c1OC
57,COc1ccc(Cl)cc1NC(=O)CSc1nnc2[nH]c(=O)c(C)c(C)n12
74,CCOCC(=O)Nc1ccc2c(c1)CN(C(=O)C1CC1)CC2
56,O=C(NCCc1nc2ccccc2[nH]1)c1cc(-c2ccccc2)n(C2CCS(=O)(=O)C2)n1 (centres undefined)
62,Cc1ccc(OCCN2CCN(c3c4c(c(C#N)c5nc6ccccc6n35)CCCC4)CC2)cc1
139,Cc1ccc(C2CC(c3ccc(Br)cc3)=NN2C(=O)CSc2nc3c(cnn3-c3ccccc3)c(=O)[nH]2)cc1 (centres undefined)
59,O=C(O)c1ccc(-n2cccc2)cc1
68,O=C1c2cccc3c2[C@H](CCC3)CN1[C@@H]1CN2CCC1CC2
75,CN(C)c1ccc(CCNC(=O)C(=O)NCCc2ccccc2)cc1
80,O=C(CNC(=O)c1ccc(S(=O)(=O)N2CCCCC2)cc1)N/N=C\c1ccc(Br)cc1
66,O=C(Cc1ccc(Cl)cc1)NCCn1ncc2c(=O)n(Cc3ccccc3F)cnc21
53,CC(C)(C)c1ccc(NC(=S)Nc2ncn[nH]2)cc1
54,O=C(Nn1cnc2c(cnn2-c2ccccc2)c1=O)c1cc2ccccc2oc1=O
59,CNC(=O)Cc1csc(NC(=O)Cc2cc(=O)[nH]c(SCc3ccccc3F)n2)n1
63,O=C(c1ccc(CSc2ccc(Cl)cc2)o1)N1CCOCC1

Of the compounds above, 15 have a thiophene ring, fused or not.
RMI FANCM FP,compound
59&55,CN1CCN(C(CNC(=O)C(=O)NCc2cccs2)c2ccc3c(c2)CCN3C)CC1 (centres undefined)
73,CC1CCc2c(sc3ncnc(Oc4cccc(C(F)(F)F)c4)c23)C1 (centres undefined)
65,CSc1ccccc1C(=O)Nc1cc(-c2cccs2)nn1-c1nc(C)cc(=O)[nH]1
53,CCOC(=O)C1CCN(c2sccc2[N+](=O)[O-])CC1
73,C=CCn1c(SCC(=O)N2CCOCC2)nc2sc3c(c2c1=O)CCC(C)C3 (centres undefined)
61,COc1ccc2nc(-n3nc(C)cc3NC(=O)c3ccc([N+](=O)[O-])s3)sc2c1
64,Cc1ccc(S(=O)(=O)NC(=O)Nc2scc(C)c2C(=O)c2ccccc2)cc1
76,C=CCn1c(SCC(=O)c2ccccc2)nc2scc(-c3ccco3)c2c1=O
79,Cc1c(Cc2ccc3c(c2)OCO3)sc(NC(=O)CCSc2ccccc2)c1C(N)=O
59,Cc1ccc(C(=O)NCC(=O)N/N=C\c2cccs2)cc1[N+](=O)[O-]
69,O=C(CCCn1nc(-c2cccs2)ccc1=O)N1CCc2ccccc21
69,Cc1ccc(S(=O)(=O)NCCc2ccc(N(C)C)cc2)s1
57,COc1c(C(=O)O/N=C\c2ccc(Cl)cc2Cl)csc1Cl
62&77,Cc1nn(C2CCS(=O)(=O)C2)c2nc(-c3cccs3)cc(C(=O)Nc3ccc(F)c(F)c3)c12 (centres undefined)
69,N#CC(=C(O)c1ccc(Cl)s1)c1nc2ccccc2s1

Assay outcomes from PubChem.
